NTR1 ag: agonists of NTR1, primary screen, imaging, U2OS cells, beta-arrestin-GFP, high content (AID 493036); P30989; NTR1-U2OS beta-arrestin-GFP spot imaging, agonist mode; activation, % at 20 µM; 330,000 tested, 0.17% active;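 active = activation at or above 40% of the spot to cytoplasm intensity ratio, with at least 20 cells analyzed; inconclusive = wells under 20 cells, flagged as cytotoxic or low count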;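 note: 0% = DMSO without peptide and 100% = 100 nM NTR1 peptide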
Target sequence (P30989 whole entry, looked up): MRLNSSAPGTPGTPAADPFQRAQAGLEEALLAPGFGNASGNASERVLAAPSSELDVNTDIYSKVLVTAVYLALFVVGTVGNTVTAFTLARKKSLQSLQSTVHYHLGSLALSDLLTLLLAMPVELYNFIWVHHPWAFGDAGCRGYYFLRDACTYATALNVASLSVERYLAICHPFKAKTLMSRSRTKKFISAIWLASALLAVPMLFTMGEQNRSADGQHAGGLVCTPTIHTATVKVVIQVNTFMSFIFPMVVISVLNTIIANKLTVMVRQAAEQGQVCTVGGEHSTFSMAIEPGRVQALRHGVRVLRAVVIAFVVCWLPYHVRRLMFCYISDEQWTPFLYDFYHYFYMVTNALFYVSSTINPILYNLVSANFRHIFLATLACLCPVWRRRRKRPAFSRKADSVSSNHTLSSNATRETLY
LYP phosphatase: PTPN22 lymphoid phosphatase activity blockers – biochemical, fluorescence intensity, uHTS (AID 1779); recombinant LYP phosphatase, fluorescence intensity; higher % means a stronger effect; one-dose inhibition, % at 11.5 µM; IC50 in µM for titrated hits; 290,000 tested, 0.054% active; in the data active = inhibition above about 50%;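 note: plate controls were vehicle with enzyme for no effect and no enzyme for full effect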
GPR35 arrestin U2OS: GPR35 antagonists blocking zaprinast-driven arrestin recruitment, primary screen, imaging, U2OS, beta-arrestin-GFP, zaprinast agonist (AID 2058). U2OS GPR35 beta-arrestin-GFP translocation imaging, zaprinast antagonism; higher % means a stronger effect. one-dose inhibition, % at 10 µM; IC50 in µM for titrated hits. 290,000 tested, 0.052% active;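 active = inhibition of at least 50% with at least 30 cells and total cytoplasm GFP at most 10,000,000; inconclusive = under 30 cells or total GFP of 10,000,000 plus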
GPR55 LPI antagonism: inhibition of LPI-stimulated GPR55 beta-arrestin translocation – imaging, U2OS, beta-arrestin-GFP, LPI agonist, primary screen (AID 2013); U2OS GPR55 beta-arrestin-GFP translocation imaging, LPI antagonism; higher % means a stronger effect; inhibition, % at 10 µM; hits with a dose series show IC50 in µM; 290,000 tested, 0.13% active;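 active = spots per cell inhibited over 60%, with over 100 cells counted and total cytoplasm intensity under 500,000; inconclusive = wells with under 100 cells, flagged as likely toxic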;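 note: U2OS cells stably carrying GPR55 and arrestin-GFP stimulated by 5 µM LPI near EC80; imaged beta-arrestin-GFP aggregate spots per cell after agonist stimulation; plate controls were LPI-stimulated DMSO wells for no effect and DMSO wells without LPI for full effect; some results filed as inactive read as strong as hits; confirmed hits need IC50 under 10 µM and bright autofluorescent wells are also inconclusive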
Rac1 GTP hydrolysis: MgcRacGAP GTPase-activating activity inhibitors, confirmation, biochemical, ADP Hunter fluorescence. 340,000 tested, 0.6% active. one-dose inhibition, % at 30 µM; IC50 in µM for titrated hits. MgcRacGAP-stimulated Rac1 GTP hydrolysis, ADP Hunter fluorescence; higher % means a stronger effect; GST-tagged Rac1 F28L mutant substrate;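 active = first-screen hits whose inhibition reached a set limit at any dose in the follow-up dose series; inconclusive = inhibition above the set first-screen limit but never retested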;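 note: fluorescence reports GDP produced by GAP-driven GTP hydrolysis; strong numbers were not always called active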
Myeloid diff 2: promotes myeloid progenitor differentiation | ER-HoxA9 myeloid progenitors, lysozyme-GFP differentiation, flow cytometry | calls only at 10 µM | 360,000 tested, 1% active;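 active = normalized GFP-positive differentiation at or above the plate's own cutoff, the solvent-only control mean plus 3 SD; inconclusive = no clear call, values can overlap the other calls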;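 note: cells exposed to compound for four days before flow analysis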
HIV fusion peptide: cell-free HIV fusion peptide-binding blockers – biochemical, uHTS, fluorescence dequenching, primary screen (AID 1986). cell-free peptide binding, fluorescence dequenching, 30 min; higher % means a stronger effect. 290,000 tested, 0.3% active. one-dose inhibition, % at 20 µM; IC50 in µM for titrated hits; in the data active = inhibition mostly above about 52%, no sharp cut-off; inactive = mostly below about 76%; note: some results filed as inactive read as strong as hits
SIAH1 antagonists: blockers of Siah-1 interaction with plectin peptide – biochemical, fluorescence polarization, rhodamine-plectin, uHTS, primary screen (AID 1817); 290,000 tested, 0.02% active; displacement, % at 20 µM, or IC50 in µM where a hit was titrated; Siah-1 / rhodamine-plectin peptide fluorescence polarization; higher % means a stronger effect;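 active = displacement of at least 50% at 20 µM, with a fluorescence ratio check between 0.3 and a set limit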;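 note: plate controls were Siah plus tracer with DMSO for no effect and tracer alone without Siah for full effect; strong numbers were not always called active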
Salmonella PhoP GFP: inhibitors of PhoP regulon expression, primary screen, Salmonella Typhimurium, GFP reporter (AID 1863); 300,000 tested, 0.16% active; one-dose inhibition, % at 50 µM; IC50 in µM for titrated hits; S. Typhimurium PhoP-regulated promoter GFP reporter, 4 h; higher % means a stronger effect;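 active = inhibition over 29.93%, a cutoff 3 SD above the screen mean, later confirmed by dose response; inconclusive = inhibition over 29.93% but no dose response follow-up; inactive = inhibition at most 29.93% or unconfirmed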;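 note: 0% = low Mg2+ inducing control and 100% = high Mg2+ repressing control; strong numbers were not always called active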
NTR1 ag cell count 20 µM: second read-out of NTR1 ag, no call of its own (marks repeat the call); cell count; measured here: cell count, cytotoxicity flag
Myeloid diff 2 GFP+ MAC1+ %: recorded beside Myeloid diff 2, whose call it bears; GFP+ MAC1+ double positive, %; measured here: differentiation confirmed by MAC1 staining
* = called active by the depositor; i = inactive; ? = inconclusive; / = no result given.

SMILES	NTR1 ag	NTR1 ag cell count 20 µM	LYP phosphatase	GPR35 arrestin U2OS	GPR55 LPI antagonism	Rac1 GTP hydrolysis	Myeloid diff 2	Myeloid diff 2 GFP+ MAC1+ %	HIV fusion peptide	SIAH1 antagonists	Salmonella PhoP GFP
COc1ncnc(OC)c1S(=O)(=O)Nc1ccc(C(F)(F)F)cc1	-1.2	97	-8%	-8%	4%	8%	i	0.3	3.1%	1%	1%
Cc1ccccc1/C=N/N1C(=O)CSC1=S	2.5	89	1%	5%	-3%	16%	i	0.8	0.5%	9%	1%
CC(=O)Nc1cccc(-c2nnc(SCC(=O)n3c4c(c5ccccc53)CCCC4)n2C)c1	4.1	85	1%	18%	-7%	4%	i	0.6	-1.1%	-2%	-5%
CCN(CC(=O)Nc1ccccc1C(=O)OC)S(=O)(=O)c1ccc(OC)cc1	0.6	61	-7%	5%	5%	7%	i	1.1	1.6%	-2%	-17%
Cc1cccc(-n2nc([N+](=O)[O-])c(=NCc3cccnc3)n2O)c1	-1.0	47	5%	3%	-11%	1%	i	6.4	-2.6%	5%	17%
CCOc1ccc(-c2csc(NNC3=NCCCCC3)n2)cc1	3.0	31	-7%	-3%	22%	-41%	i	0.2	-1.3%	-3%	-7%
COc1cccc(-c2nnc(NC(C)=O)o2)c1	1.6	88	-5%	2%	14%	5%	i	1.1	-0.5%	-1%	-6%
CN(C)N1C(N)=C(C#N)C(c2ccccc2F)C2=C1CC(C)(C)CC2=O (centres undefined)	0.4	104	-8%	-6%	6%	-8%	i	1.9	-3.0%	3%	/
COc1ccc(/C=C/C(=O)N2CCC(C(N)=O)CC2)cc1S(=O)(=O)N1CCOCC1	-0.4	51	-1%	12%	-9%	-6%	i	0.5	-0.2%	-4%	-4%
CCN(C(=O)CCS(=O)(=O)c1ccc2c(c1)oc(=O)n2C)c1ccc(OC)cc1	-0.4	67	-10%	-6%	2%	6%	i	3.1	0.3%	-1%	-1%
Cc1ccccc1C(=O)Nc1ccccc1NC(=O)c1ccccc1C	/	/	-5%	12%	10%	6%	i	0.3	1.2%	0%	-3%
COCCNC(=S)N/N=C(\C)c1cc2ccccc2o1	0.6	50	8%	-2%	-6%	12%	i	0.6	1.3%	1%	8%
O=C(/C=C/c1ccc(Cl)c([N+](=O)[O-])c1)Nc1cccc(NC(=O)c2ccco2)c1	16	57	-6%	1%	3%	3%	i	0.3	-2.3%	-13%	6%
CCOC(=O)Cn1c(-c2ccccc2)ccc(C#N)c1=O	-0.7	35	-3%	-6%	14%	0%	i	0.1	0.3%	14%	3%
Cc1ccc(NC(=O)c2cccc(C(=O)OC(C)C)n2)c(Br)c1	7.8	50	2%	-20%	9%	12%	i	0.3	-1.1%	-1%	0%
COC(=O)c1cc(Br)c(=O)n(CCN(C(C)C)C(C)C)c1	-0.5	34	2%	10%	3%	11%	i	0.9	-1.4%	0%	3%
COc1ccc(Cl)cc1NC(=O)C1COc2ccccc2O1 (centres undefined)	4.9	45	1%	-18%	-1%	8%	i	0.5	-0.7%	-2%	-4%
COc1ccccc1NC(=O)c1cnc(SC)nc1	1.3	48	-7%	17%	-14%	4%	i	0.3	3.0%	-2%	-8%
CCc1ccc(NC(=O)C(C)OC(=O)c2cccc(S(=O)(=O)N3CCc4ccccc4C3)c2)cc1 (centres undefined)	-0.4	71	-2%	2%	2%	13%	i	0.4	-1.8%	0%	0%
O=C(Nc1ccc(-c2cnco2)cc1)c1ccc(F)cc1F	1.9	57	-10%	8%	6%	4%	i	0.6	1.3%	5%	-8%
C=CCNS(=O)(=O)c1nc(C)c(Cl)c(C)c1C#N	-0.2	58	-4%	10%	-2%	4%	i	0.8	-2.4%	-2%	0%
Cc1cc(C(=O)CSc2nnc(-c3ccccc3)o2)c(C)n1CC1COc2ccccc2O1 (centres undefined)	8.0	52	1%	17%	3%	11%	i	0.6	14%	0%	-10%
O=C(/C=C/c1ccccc1)N(Cc1ccc(Cl)cc1)C1CCS(=O)(=O)C1 (centres undefined)	0.2	51	-4%	21%	-6%	/	i	0.5	0.9%	-1%	6%
COc1ccc(CC(=O)NCc2n[nH]c(=S)n2-c2ccc(F)cc2)cc1	1.6	32	-9%	-12%	4%	-10%	i	0.4	-0.7%	13%	-3%
Cc1nn(-c2ccccc2)c(C)c1C(=O)NCc1ccc(F)cc1	2.8	30	-4%	4%	4%	-2%	i	1.2	1.9%	1%	-14%

Remaining list, next part.
SMILES	NTR1 ag	NTR1 ag cell count 20 µM	LYP phosphatase	GPR35 arrestin U2OS	GPR55 LPI antagonism	Rac1 GTP hydrolysis	Myeloid diff 2	Myeloid diff 2 GFP+ MAC1+ %	HIV fusion peptide	SIAH1 antagonists	Salmonella PhoP GFP
O=C(Cn1c(=S)[nH]c2ccccc2c1=O)NCCc1ccccc1	-1.6	56	0%	-4%	-2%	-1%	i	0.9	1.1%	4%	-6%
O=C(Nc1nccs1)c1ccc(Br)c(S(=O)(=O)N2CCCC2)c1	0.8	45	-6%	-3%	3%	3%	i	0.9	-0.6%	5%	-5%
Cc1cc(O)c(C=O)c2c1C(=O)Oc1c(CO)c(O)c3c(c1O2)C(O)OC3=O (centres undefined)	0.2	88	1%	-21%	-2%	?	i	1.9	61%	46%	2%
Cc1ccc(N2CC(C(N)=O)CC2=O)cc1C (centres undefined)	0.8	70	0%	-2%	2%	10%	i	0.9	0.4%	2%	-7%
CCOC(=O)C1CCN(C(=O)CCc2c(C)nc3cc(-c4ccccc4)nn3c2C)CC1	-2.0	91	-7%	4%	-7%	7%	i	2.8	0.9%	2%	-9%
CCCCOc1ccc(NC2=NC3(CCCCC3)N=C(N)N2)cc1	-0.1	65	-1%	-4%	-2%	8%	i	1.1	0.0%	1%	?
COc1ccc(C(=O)NC2CCN(CC(=O)N3CCCCC3)CC2)cc1	1.1	47	-3%	4%	-10%	6%	i	0.5	-0.3%	0%	3%
COc1ccc(OCC(=O)N2CCN(C(=O)c3ccc([N+](=O)[O-])cc3)CC2)cc1	0.5	83	-3%	2%	4%	9%	i	0.2	-0.5%	-7%	/
O=C(Nc1ccccc1C(=O)NCCCn1ccnc1)c1ccccc1	-2.0	49	-11%	-1%	5%	12%	i	1.2	-1.2%	2%	4%
c1cnc(N2CC[N+]3(CCCC3)CC2)nc1	-1.4	77	-5%	14%	4%	1%	i	1.0	8.2%	3%	-2%
c1ccc(-n2ncc3c2ncn2nc(CSc4nc5ccccc5s4)nc32)cc1	0.6	57	-5%	12%	2%	8%	i	0.2	-2.9%	-5%	/
Clc1cccc(N/N=C/c2ccc(N3CCOCC3)cc2)c1	5.8	44	-7%	6%	/	1%	i	1.5	-3.3%	0%	-2%
O=C(CSc1nccc(=O)[nH]1)Nc1cccc(S(=O)(=O)N2CCOCC2)c1	1.1	75	-1%	-13%	-6%	5%	i	0.2	-1.5%	-3%	-11%
CCn1cc(C(=O)N[C@H](C(=O)NCCCO)C(C)C)c(=O)c2cc3c(cc21)OCO3	-1.4	56	-1%	4%	1%	9%	i	0.4	1.3%	3%	-7%
CCOc1cc(C(=O)OCC(=O)c2c[nH]c3ccccc23)ccc1OCC(=O)N1CCOCC1	7.1	86	-5%	-2%	20%	2%	i	0.6	-0.8%	3%	-8%
Cc1c(/C=N\NC(=O)c2csc3ccccc23)cnn1C	-1.5	43	-3%	0%	-15%	5%	i	1.4	-2.1%	0%	-2%
CCCn1c(=NC(=O)c2ccco2)c(C(=O)OCC)cc2c(=O)n3ccccc3nc21	4.8	50	-24%	1%	-8%	9%	i	0.9	4.4%	1%	6%
COCCCNCCOCCSc1ccc(Cl)cc1	-1.9	81	-5%	16%	-5%	19%	i	0.4	-0.8%	0%	1%
CC(C)(C)CC(=O)NC(=S)NCCc1ccccc1	5.8	62	-4%	2%	17%	1%	i	5.2	-3.6%	4%	0%
Cn1cccc2[nH]c(=O)nc1-2	-1.4	65	-4%	3%	8%	8%	i	0.0	-1.3%	12%	-9%
O=C(O)c1ccc(NC(=S)NC(=O)c2cccc(COc3ccccc3)c2)cc1	-0.1	35	0%	17%	-20%	9%	i	0.2	47%	0%	/
Cc1nc2nc[nH]n2c(=O)c1NS(=O)(=O)c1ccc(C(C)(C)C)cc1	-0.9	37	3%	6%	-4%	7%	i	0.1	3.1%	3%	0%
COc1ccc(NC(=O)CCC(=O)c2cccs2)cc1Cl	-0.6	75	-2%	3%	7%	1%	i	0.4	0.1%	-2%	-4%
Cc1ccc2c(c1)C1(C(=O)N2C)N2CC3(C)CN1CC(C)(C2)C3=O (centres undefined)	0.6	55	-2%	1%	-16%	2%	i	3.3	-0.6%	4%	10%
COc1ccc(S(=O)(=O)N(CC(=O)NCc2cccnc2)c2ccc(C)cc2)cc1OC	0.1	61	-3%	-4%	9%	8%	i	0.4	-1.0%	2%	-3%

(continued)
SMILES	NTR1 ag	NTR1 ag cell count 20 µM	LYP phosphatase	GPR35 arrestin U2OS	GPR55 LPI antagonism	Rac1 GTP hydrolysis	Myeloid diff 2	Myeloid diff 2 GFP+ MAC1+ %	HIV fusion peptide	SIAH1 antagonists	Salmonella PhoP GFP
O=C(Nc1nc(-c2ccccc2)cs1)c1ccc(S(=O)(=O)N2CCc3ccccc32)cc1	2.2	96	3%	-9%	3%	6%	i	1.9	0.8%	-3%	20%
CCc1nc(SCC(=O)Nc2ccc(F)cc2)c2c(=O)n(C)c(=O)n(C)c2n1	3.2	53	-4%	3%	13%	8%	i	2.5	3.0%	2%	-4%
Nc1ncnc(Nc2cc(Cl)cc(Cl)c2)c1[N+](=O)[O-]	3.5	58	-6%	/	6%	8%	i	0.8	-3.1%	1%	-13%
N#C/C(=C\c1c(F)cccc1Cl)S(=O)(=O)c1ccccn1	0.2	54	-2%	8%	-4%	9%	i	1.0	-0.6%	1%	-7%
CCOC(=O)COc1cccc(C2NC(=O)c3ccccc3O2)c1 (centres undefined)	-0.1	52	-6%	-4%	8%	-7%	i	0.5	0.8%	2%	-7%
COc1ccc(N2CC(O)(c3ccc(F)cc3)[N+]3=C2CCCC3)cc1 (centres undefined)	-0.2	66	1%	5%	-3%	3%	i	0.7	0.6%	2%	6%
CC1CN(Cc2nnc(-c3ccccc3)o2)CC(C)O1 (centres undefined)	-0.6	57	-6%	-10%	4%	0%	i	0.8	0.2%	-3%	-8%
CC(NCc1ccccc1)c1ccccc1O (centres undefined)	0.1	56	-7%	9%	24%	4%	i	0.3	-1.8%	5%	-10%

Hits appear at their usual frequency (roughly 2.4% active in at least one column).
